Screening results (PubChem BioAssay)
STAT3 blocker: inhibitors of IL-6 induced STAT3 signaling; U3A cells, IL-6 STAT3-luciferase reporter, luminescence; host cell line lacks STAT1; inhibition, % at 5.5 µM; 190,000 compounds, 0.89% hits;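 active = inhibition above the mean inhibition across all screened compounds plus 3 SD, cut at about 44% in these data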;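 note: 0% = DMSO only wells and 100% = 100 µM nifuroxazide control wells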
PPARg SRC-2 ag: agonists of SRC-2 recruitment by human PPARgamma | PPARgamma LBD-SRC-2 recruitment, biochemical | activation, % at 8 µM | 200,000 compounds, 0.34% hits | AID 1032; in the data active = activation above about 22%;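 note: 0% = vehicle and 100% = reference agonist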
PPARg SRC-1 ag: promotes SRC-1 coactivator recruitment by human PPARgamma. 200,000 compounds, 0.41% hits. P37231. activation, % at 8 µM. PPARgamma-SRC-1 coactivator recruitment biochemical assay. AID 631; in the data active = activation above about 19%;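 note: 0% = DMSO and 100% = reference agonist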
RAM network inh: yeast RAM network inhibition; S. cerevisiae dse1pr::URA3 reporter, 5-FOA growth OD615, 2 d; analog-sensitive cbk1-as2 kinase mutant strain; inhibition, % at 50 µM; 190,000 compounds, 1.8% hits;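 active = inhibition above a set limit, 3 SD over mean compound inhibition, cut at about 8.4% in these data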;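 note: 0% = DMSO-only wells with no growth and 100% = 10 µM 1-NA-PP1 full growth; inhibition rescues growth on 5-FOA so higher OD means more RAM inhibition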
PPARg SRC-3 ag: PPARgamma-driven SRC-3 recruitment agonism. P37231. biochemical PPARgamma/SRC-3 coactivator recruitment assay. activation, % at 8 µM. 200,000 compounds, 0.26% hits; in the data active = activation above about 23%;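 note: 0% = DMSO and 100% = reference agonist; some compounds past the cut are filed as inactive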
S1P3 antagonist: blocks the human S1P3 receptor. Q99500. CHO S1P3 NFAT-BLA reporter, FRET fluorescence, antagonist mode. inhibition, % at 4.98 µM. 170,000 compounds, 0.27% hits;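 active = inhibition above the plate cutoff, the mean inhibition of test wells on that plate plus 3 SD, cut at about 28% in these data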;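 note: cells challenged with S1P at its EC80 of 0.8 µM; blue over green emission ratio from cleaved BLA substrate after 4 h stimulation; 0% = S1P-stimulated wells and 100% = unstimulated DMSO-only wells; some compounds past the cut are filed as inactive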
ROMK mod: modulators of human ROMK potassium channel | Tet-inducible ROMK, thallium flux fluorescence; actives lie on both sides | P48048 | B-score at 10 µM | 130,000 compounds, 2% hits;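 active = signal ratio slope over the read window, or its plate-corrected B-score, at least 3 SD from the plate mean, either direction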;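 note: B-score of the F/F0 ratio slope over 7 to 12 s after thallium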
SRC2 TRFRET art: flags TR-FRET format artefacts in PPARgamma SRC-2 recruitment agonist screen. TR-FRET artefact counter-screen; stronger effect = higher value. TR-FRET ratio at 8 µM. 200,000 compounds, 0.4% hits. AID 1049; in the data active = TR-FRET ratio above about 2000; note: inactives centre near 1500
TLR4-MyD88 BLA: inhibitors of human TLR4-MyD88 binding. HeLa CL3-4 TLR4/MyD88 BLA complementation, FRET ratio. inhibition, % at 8.4 µM. 200,000 compounds, 0.18% hits. AID 861; in the data active = inhibition above about 25%;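 note: 0% = vehicle and 100% = reference inhibitor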
Target sequence (O00206 whole entry, looked up): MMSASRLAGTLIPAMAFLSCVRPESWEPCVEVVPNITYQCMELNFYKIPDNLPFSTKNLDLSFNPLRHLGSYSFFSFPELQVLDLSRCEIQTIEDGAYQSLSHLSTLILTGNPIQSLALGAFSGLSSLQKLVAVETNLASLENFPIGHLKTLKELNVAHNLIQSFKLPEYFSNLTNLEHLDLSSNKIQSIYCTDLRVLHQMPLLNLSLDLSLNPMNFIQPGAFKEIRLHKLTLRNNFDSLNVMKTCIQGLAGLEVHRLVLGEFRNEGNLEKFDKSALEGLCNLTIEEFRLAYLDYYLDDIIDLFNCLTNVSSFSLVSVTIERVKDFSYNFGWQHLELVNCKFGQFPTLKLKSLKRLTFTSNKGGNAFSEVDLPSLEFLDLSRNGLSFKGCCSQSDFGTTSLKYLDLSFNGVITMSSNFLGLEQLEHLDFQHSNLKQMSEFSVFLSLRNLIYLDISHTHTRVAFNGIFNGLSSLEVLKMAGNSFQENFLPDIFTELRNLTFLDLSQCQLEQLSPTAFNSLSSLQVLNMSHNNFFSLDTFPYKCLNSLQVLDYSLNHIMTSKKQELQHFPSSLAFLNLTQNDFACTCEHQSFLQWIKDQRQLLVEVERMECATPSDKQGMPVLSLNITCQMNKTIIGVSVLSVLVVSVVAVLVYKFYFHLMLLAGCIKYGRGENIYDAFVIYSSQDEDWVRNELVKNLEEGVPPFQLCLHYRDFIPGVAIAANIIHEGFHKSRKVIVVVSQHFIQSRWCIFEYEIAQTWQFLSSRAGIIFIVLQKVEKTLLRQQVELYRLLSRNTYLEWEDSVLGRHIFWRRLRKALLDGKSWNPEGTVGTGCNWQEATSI
Target sequence (Q99836 whole entry, looked up): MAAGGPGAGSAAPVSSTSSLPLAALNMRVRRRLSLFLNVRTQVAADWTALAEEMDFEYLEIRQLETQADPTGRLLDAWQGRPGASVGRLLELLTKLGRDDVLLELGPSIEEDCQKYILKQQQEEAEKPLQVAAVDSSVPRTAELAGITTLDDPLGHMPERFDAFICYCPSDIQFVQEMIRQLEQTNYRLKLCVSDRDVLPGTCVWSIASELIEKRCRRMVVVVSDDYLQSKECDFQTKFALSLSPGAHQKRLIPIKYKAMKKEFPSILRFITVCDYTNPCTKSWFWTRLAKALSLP
STAT3 act: activators of IL-6 induced STAT3 signaling | activation (% of control), % at 5.6 µM | U3A cells, IL-6 STAT3-luciferase reporter, luminescence; 100% = signal with IL-6 EC80 alone | 190,000 compounds, 0.91% hits;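 active = activation above the screen-wide mean of compound activation plus 3 SD, cut at about 130% in these data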;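 note: 0% = background luminescence of wells with medium and substrate only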
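Assay system – human STAT1-deficient U3A cells with stable STAT3-luciferase reporter · Also added – IL-6 (33 ng/mL) · Schedule – compound 1 h, then IL-6 6 h at 37 °C · Technique – reporter luminescence signal · Evaluation – % activation versus median of IL-6-stimulated wells · Benchmarks – IL-6-only wells as 100% reference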
STAT1 blocker: inhibitors of IFN-gamma induced STAT1 signaling. inhibition, % at 5.5 µM. NIH 3T3 STAT1-luciferase reporter, luminescence. 200,000 compounds, 0.35% hits. AID 920;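 active = inhibition above a set limit, the mean inhibition across all tested compounds plus 3 SD, cut at about 34% in these data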;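 note: 0% = IFN-gamma with DMSO and 100% = IFN-gamma with 300 µM nifuroxazide; values of inactives mirror those of a sister screen read the other way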
* = called active by the depositor; · = no result given.

| item | canonical_smiles | PPARg SRC-3 ag | S1P3 antagonist | TLR4-MyD88 BLA | SRC2 TRFRET art | PPARg SRC-2 ag | PPARg SRC-1 ag | STAT3 blocker | RAM network inh | STAT3 act | STAT1 blocker | ROMK mod |
| --- | --- | --- | --- | --- | --- | --- | --- | --- | --- | --- | --- | --- |
| 1 | O=C(O)COc1ccc(/C=N/n2cnc3scc(-c4cccs4)c3c2=O)cc1 | 6 | -1 | -5 | 1526 | 4 | -2 | 16 | 2.3 | 93 | -1 | -0.81 |
| 2 | COc1ccc(N2CCN(Cc3cc(=O)oc4cc(C)c(Cl)c(C)c34)CC2)cc1 | -12 | -13 | 2 | 1598 | -5 | -8 | 2 | 1.6 | 102 | -4 | · |
| 3 | Cc1ccc(OCC(O)CN2C(=O)NC(C)(C)C2=O)c(C)c1 (configuration not stated) | 2 | -20 | 4 | 1800 | 7 | 10 | 5 | 0.9 | 102 | -5 | 0.66 |
| 4 | COc1cccc(NC(=S)N(CCc2ccc(OC)c(OC)c2)Cc2ccccn2)c1 | -1 | 4 | -7 | 1796 | 7 | 1 | 11 | 0.7 | 96 | 2 | -0.6 |
| 5 | O=C(NCc1nc2ccccc2[nH]1)C1=C[C@H](c2ccc3c(c2)OCO3)C[C@H](OCCCCO)O1 | -5 | -18 | -18 | 1511 | 9 | 6 | · | 1.4 | · | 9 | · |
| 6 | FC(F)(F)c1ccc(Oc2ccc3cc(Br)ccc3c2)nc1 | -1 | 10 | -2 | 1741 | 2 | 2 | 10 | 4.8 | 94 | -1 | · |
| 7 | COc1ccc(C(=O)NC2CCN(C(=O)NC3CCCCC3)CC2)cc1 | 11 | -24 | 6 | 1584 | 0 | 5 | 18 | 0.3 | 88 | 6 | 0.016 |
| 8 | CCOC(=O)C1CCN(C(=O)CC(NS(=O)(=O)c2ccc(OC)cc2)C(C)C)CC1 (configuration not stated) | -4 | -9 | 1 | 1557 | 6 | -11 | 2 | -0.1 | 103 | 3 | · |
| 9 | O=C(NCc1n[nH]c(=S)n1-c1ccc([N+](=O)[O-])cc1)c1ccc(S(=O)(=O)N2CCOCC2)cc1 | 9 | -19 | -11 | 1511 | 7 | 5 | 10 | 1.3 | 95 | 1 | 0.0093 |
| 10 | O=[N+]([O-])c1cc(/C=N/O)ccc1N1CCCC1 | -6 | -9 | -17 | 1441 | -7 | -2 | 4 | 0.5 | 98 | -12 | -3.4* |
| 11 | CC(C)CC1=NN2C(=N)/C(=C\c3coc4ccccc4c3=O)C(=O)N=C2S1 | 6 | -14 | -4 | 1649 | 20 | 2 | 14 | 14* | 94 | -2 | · |
| 12 | CC(C)c1cccc(C(C)C)c1NC(=O)Cn1c(=O)cnc2ccccc21 | 5 | -2 | 4 | 1703 | -3 | 6 | -3 | 4.1 | 100 | 8 | -0.015 |
| 13 | CC(C)(C)c1[nH]nc2c1C(Cc1ccccc1)C(C#N)=C(N)O2 (configuration not stated) | -4 | -80 | -7 | 1645 | -3 | -5 | 4 | 0.0 | 99 | 10 | · |
| 14 | COc1ccc(C(=O)NC(NC(=O)c2ccc(OC)cc2)c2ccccc2F)cc1 | 5 | 6 | 12 | 1556 | 1 | 1 | 4 | 6.3 | 103 | -6 | -0.084 |
| 15 | CCN(CC)C(=O)C(C)N(C#N)c1nc(NC(C)C)nc(NC(C)C)n1 (configuration not stated) | 7 | · | 5 | 1531 | 13 | 2 | 5 | 1.2 | 99 | 1 | · |
| 16 | O=C(CSc1ncn[nH]1)N1CCOCC1 | 3 | -5 | 6 | 1532 | -7 | -2 | -6 | -0.5 | 107 | -8 | 0.0076 |

Next section; it opens with the five that closed the last part.
| item | canonical_smiles | PPARg SRC-3 ag | S1P3 antagonist | TLR4-MyD88 BLA | SRC2 TRFRET art | PPARg SRC-2 ag | PPARg SRC-1 ag | STAT3 blocker | RAM network inh | STAT3 act | STAT1 blocker | ROMK mod |
| --- | --- | --- | --- | --- | --- | --- | --- | --- | --- | --- | --- | --- |
| 12 | CC(C)c1cccc(C(C)C)c1NC(=O)Cn1c(=O)cnc2ccccc21 | 5 | -2 | 4 | 1703 | -3 | 6 | -3 | 4.1 | 100 | 8 | -0.015 |
| 13 | CC(C)(C)c1[nH]nc2c1C(Cc1ccccc1)C(C#N)=C(N)O2 (configuration not stated) | -4 | -80 | -7 | 1645 | -3 | -5 | 4 | 0.0 | 99 | 10 | · |
| 14 | COc1ccc(C(=O)NC(NC(=O)c2ccc(OC)cc2)c2ccccc2F)cc1 | 5 | 6 | 12 | 1556 | 1 | 1 | 4 | 6.3 | 103 | -6 | -0.084 |
| 15 | CCN(CC)C(=O)C(C)N(C#N)c1nc(NC(C)C)nc(NC(C)C)n1 (configuration not stated) | 7 | · | 5 | 1531 | 13 | 2 | 5 | 1.2 | 99 | 1 | · |
| 16 | O=C(CSc1ncn[nH]1)N1CCOCC1 | 3 | -5 | 6 | 1532 | -7 | -2 | -6 | -0.5 | 107 | -8 | 0.0076 |
| 17 | CC(C)Oc1cccc(C(=O)NC(=S)Nc2cccc(C(F)(F)F)c2)c1 | -7 | · | 6 | 1514 | -3 | -4 | 19 | 12* | 90 | 6 | -0.0034 |
| 18 | Fc1ccccc1-n1cc(-c2ccccc2)[nH]c1=S | 6 | -2 | -8 | 1716 | 3 | 15 | -2 | 0.3 | 103 | -7 | 0.9 |
| 19 | O=c1[nH]c2ccccc2nc1/C=C/c1ccccc1 | -3 | -28 | -15 | 1621 | -10 | 2 | -15 | 4.7 | 119 | -71 | -0.05 |
| 20 | CC1(CC(=O)N/N=C/c2ccc(OCc3ccc(Cl)cc3Cl)cc2)OCCCO1 | -1 | · | 0 | 1412 | 5 | 6 | -2 | 0.0 | 105 | -15 | · |
| 21 | CCN(CC)S(=O)(=O)c1ccc(OC)c(NC(=O)CSc2cc(Cl)ccc2Cl)c1 | 0 | -19 | -6 | 1559 | -7 | 0 | -13 | 9.2* | 109 | 2 | 0.3 |
| 22 | COc1ccc(OC)c2[nH]c(=O)c(CCNC(=O)c3cccs3)cc12 | 3 | -15 | -13 | 1715 | 7 | 3 | 16 | -1.4 | 94 | -5 | 1.1 |
| 23 | CCOC(=O)c1ccc(NC(=O)CSc2nc3sc(C(=O)O)c(C)c3c(=O)[nH]2)cc1 | 1 | -13 | -27 | 1389 | 2 | -4 | -12 | 3.4 | 109 | -12 | 0.082 |
| 24 | CCOC(=O)c1ccc(N2C(=O)C3C(/C=C/c4ccccc4)OC4(C(=O)c5ccccc5C4=O)C3C2=O)cc1 (configuration not stated) | 2 | -5 | -2 | 1629 | -4 | 3 | -4 | 3.0 | 101 | 0 | 0.82 |
| 25 | COc1ccc(C(=O)N2CCCCC2)cc1S(=O)(=O)Nc1ccccc1 | -11 | -12 | -8 | 1373 | -8 | 2 | 6 | -1.3 | 97 | -8 | -0.39 |
| 26 | CCCn1nc(C(=O)NCCN2CCOCC2)c2ccccc2c1=O | -2 | 7 | 0 | 1674 | 3 | 10 | 1 | 0.3 | 103 | 10 | · |
| 27 | S=C(c1ccc2c(c1)OCO2)N1CCCCCC1 | 5 | · | -5 | 1594 | 4 | 4 | -2 | 0.8 | 103 | -2 | · |
| 28 | CC(C)=CCCC1=CCC(/C=N/NC(N)=O)C(C)C1 (configuration not stated) | 2 | -1 | 2 | 1590 | 4 | 6 | 3 | 3.5 | 97 | 17 | · |
| 29 | COc1ccc(N=Cc2cccc(C)c2O)cc1Cl | 2 | -2 | 5 | 1568 | 6 | -6 | -5 | 1.5 | 100 | -2 | · |
| 30 | COC(=O)c1c(NC(=O)COC(=O)CNC(=O)c2ccco2)sc(C)c1C | -2 | -15 | 1 | 1308 | -7 | -4 | 4 | -1.0 | 93 | 4 | · |
| 31 | COc1ccc(CNC(=O)CN(C(=O)CCC(=O)Nc2ccccn2)c2cccc(C)c2)cc1 | 6 | 1 | -9 | 1557 | -3 | -7 | 3 | 10* | 99 | 0 | 0.13 |
| 32 | O=S(=O)(NC1=NCCCCC1)c1ccc2ccccc2c1 | 1 | -3 | -11 | 1486 | -3 | 1 | -11 | 1.1 | 112 | -19 | · |
| 33 | Cc1ccc(S(=O)(=O)NC2=NCN(CCN3CCOCC3)CN2)cc1 | 2 | -10 | 3 | 1465 | 9 | 8 | 2 | 2.4 | 100 | -7 | 0.011 |
| 34 | C=CCc1cc(C)ccc1OCCCC(C(=O)OCC)C(=O)OCC | 1 | 19 | 1 | 1422 | -1 | 0 | 5 | 0.1 | 103 | 7 | 0.059 |
| 35 | CC1S/C(=N/N=C/c2ccco2)NC1=O (configuration not stated) | 11 | · | -4 | 1538 | 4 | -2 | 2 | -0.5 | 105 | -3 | -0.42 |
| 36 | CCCC1C2CN(C(C)C)CC=C2C(C#N)=C(N)C1(C#N)C#N (configuration not stated) | 4 | -11 | -10 | 1388 | -5 | 11 | 8 | -0.1 | 95 | 3 | -2 |
| 37 | O=C(O)CSc1nnc(COc2cccc3cccnc23)n1-c1cccc(C(F)(F)F)c1 | 5 | 2 | -11 | 1645 | 13 | 2 | 1 | 0.4 | 108 | 5 | -0.064 |
| 38 | CCn1c(-c2cc(OC)c(OC)c(OC)c2)n[nH]c1=S | 14 | -3 | -5 | 1537 | 0 | 11 | 0 | -0.1 | 101 | -10 | 1 |
| 39 | Cc1nn(C(=O)c2ccco2)c(C)c1Br | 3 | · | -10 | 1480 | -4 | 4 | 4 | -0.6 | 97 | 3 | -0.47 |
| 40 | CCc1ccc(NC(=O)c2ccccc2SC)cc1 | 3 | 7 | -1 | 1292 | -2 | -5 | 7 | 0.6 | 101 | -33 | -0.49 |
| 41 | COc1cccc(CN(C(=O)c2ccco2)C(C(=O)NC2CCCC2)c2cccnc2)c1 (configuration not stated) | 5 | -14 | -7 | 1507 | -7 | -7 | -1 | 1.9 | 106 | 5 | · |
| 42 | Cc1ccc(S(=O)(=O)N2CCC(=O)N(CCOCc3cccc(F)c3)CC2)cc1 | 3 | -22 | -4 | 1629 | 5 | 2 | -18 | -0.3 | 113 | 13 | -0.25 |
| 43 | O=c1c(N2CCOCC2)nsnc1N1CCOCC1 | -4 | 12 | -4 | 1534 | 0 | -2 | 5 | 1.4 | 101 | -2 | -0.035 |
| 44 | Cc1nn(C)c(C)c1NS(=O)(=O)c1ccc(N2CCCC2=O)cc1 | 0 | 1 | 2 | 1338 | -12 | 2 | 23 | 2.5 | 84 | 22 | 0.81 |
| 45 | COc1ccc(N(CC(=O)NCCSCc2c(F)cccc2Cl)S(C)(=O)=O)cc1OC | 5 | · | 7 | 1494 | 3 | 3 | 0 | 5.1 | 101 | 3 | · |
| 46 | O=C(CC(c1ccco1)C1CCCCC1=O)c1ccco1 (configuration not stated) | -2 | 24 | 2 | 1459 | -3 | 0 | 2 | -0.5 | 103 | -13 | · |
